# Screens as filed in PubChem BioAssay.
# GASC1 inh – blocks human GASC-1 (KDM4C) demethylase activity | Q9H3R0 | GST-KDM4C 2-372, H3K9me3 peptide, LANCE TR-FRET | inhibition, % at 12.5 µM | actives 0.15% (n = 96,000) | AID 720574;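 active means mean replicate inhibition above about 25%, with at least 55% of replicates also reaching it, limit read from the data, passing the limit was not always enough; inconclusive means only one of those two conditions met; inactive means neither condition met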
# Target sequence (Q9H3R0 2-372 limits assumed): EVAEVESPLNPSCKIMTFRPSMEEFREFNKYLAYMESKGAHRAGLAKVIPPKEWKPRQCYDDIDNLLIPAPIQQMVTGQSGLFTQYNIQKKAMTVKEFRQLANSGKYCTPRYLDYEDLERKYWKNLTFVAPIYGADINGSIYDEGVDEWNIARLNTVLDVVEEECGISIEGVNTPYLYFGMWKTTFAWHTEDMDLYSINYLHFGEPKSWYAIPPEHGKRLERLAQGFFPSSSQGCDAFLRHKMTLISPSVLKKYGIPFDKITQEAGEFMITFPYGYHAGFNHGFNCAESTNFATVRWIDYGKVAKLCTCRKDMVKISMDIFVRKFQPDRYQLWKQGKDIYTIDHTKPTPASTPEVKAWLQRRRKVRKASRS
#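 Test system: N-terminal GST-fused human GASC-1 (KDM4C) fragment, residues 2-372; quantity: GASC-1 enzyme at 10 nM final in reaction; dosing: single dose; schedule: 30 min demethylation and 1 h detection at room temperature; signal: LANCE TR-FRET, excitation 340 nm, emissions 618 and 671 nm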
# C diff growth – inhibitors of Clostridium difficile growth; Clostridium difficile clinical isolate growth, OD600, 24 h; hits give low values; growth activity, negative = inhibition, % at 16 µg/mL (by protocol); AID 1259249; actives 0.25% (n = 86,000);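 active means mean growth activity at or below -80% and every replicate also at or below -80%; inconclusive means mean at or below -80% but some replicate above -80%; inactive means mean growth activity above -80%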;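 further: 0% = DMSO wells and -100% = levofloxacin 16 µg/mL wells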
# Pf Dd2 growth – blocks growth of Plasmodium falciparum Dd2 parasites. AID 1159554. P. falciparum Dd2 growth, SYBR Green, 72 h; hits give low values. activity change, % at 10 µM. actives 2.3% (n = 94,000); in the data active means activity change below about -80%; inconclusive means no clear call, values can overlap the other calls
# T cruzi growth – T. cruzi proliferation inhibition; T. cruzi beta-gal in NIH3T3, GalScreen luminescence, 90 h; inhibition, % at 8.34 µM; actives 5.9% (n = 77,000);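 active means mean inhibition above about 93%, with at least 55% of replicates each passing it, limit read from the data, passing the limit was not always enough; inconclusive means only one of those two conditions holds; inactive means neither condition holds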
# Numbers without * were called inactive; ? = inconclusive; nt = no result given; & = joins results of further samples.
SMILES,GASC1 inh,C diff growth,Pf Dd2 growth,T cruzi growth
C[C@H]1CN([C@@H](C)CO)C(=O)Cc2cc(NS(=O)(=O)c3cn(C)cn3)ccc2O[C@H]1CN(C)S(=O)(=O)c1cccs1,-0.7,-6,17,24
CCCNC(=O)Nc1ccc2c(c1)OC[C@@H](C)N(S(C)(=O)=O)C[C@H](C)[C@@H](OC)CN(C)C2=O,0.6,1,31,nt
CCS(=O)(=O)N[C@@H]1CC[C@H](CC(=O)NCc2ccc(Cl)cc2)O[C@@H]1CO,0.2,-4,2,-7
C[C@@H]1CCCCO[C@H](CN(C)Cc2ccc3c(c2)OCO3)[C@H](C)CN([C@H](C)CO)C(=O)c2cc(NS(=O)(=O)c3ccc(F)cc3)ccc2O1,-0.8,nt,-63,86
O=C(C[C@H]1C[C@@H]2c3cc(NC(=O)NC4CCCCC4)ccc3O[C@@H]2[C@@H](CO)O1)NCC(F)(F)F,1.9,nt,5,22
CC=Cc1ccc2n(c1=O)C[C@H]1[C@H](CO)[C@@H](C(=O)NCC3CC3)[C@@H]2N1CC1CCOCC1 (mixture of isomers),0.1,-4,12,11
Cc1noc(C)c1S(=O)(=O)N(C)C[C@@H]1OCCCC[C@@H](C)Oc2ccc(NC(=O)Nc3ccccc3)cc2C(=O)N([C@H](C)CO)C[C@@H]1C,0.4,16,-68,nt
COc1ccccc1-c1cccc(-c2nc(C(=O)Nc3nccs3)cc3c2[C@@H](CCO)N(C(C)=O)C3)c1,nt,5,-69,nt
C[C@@H]1CCCCO[C@@H](CN(C)C(=O)C2CCCCC2)[C@@H](C)CN([C@H](C)CO)C(=O)c2cc(NC(=O)NC3CCCCC3)ccc2O1,-0.2,10,-56,-61
C[C@@H]1CN([C@@H](C)CO)C(=O)c2cccc(NC(=O)NC3CCCCC3)c2O[C@H]1CN(C)S(=O)(=O)c1cn(C)cn1,-0.9,nt,7,-36
CC(C)NC(=O)Nc1cccc2c1O[C@@H](CN(C)C(=O)Nc1ccc3c(c1)OCO3)[C@H](C)CN([C@H](C)CO)C2=O,0.2,nt,13,39
Cc1noc(C)c1S(=O)(=O)N(C)C[C@@H]1Oc2ccc(NC(=O)Cc3ccccc3)cc2CC(=O)N([C@H](C)CO)C[C@@H]1C,1.2,2,-17,43
Cc1ccc(S(=O)(=O)Nc2cccc3c2O[C@H](CN(C)Cc2ccc4c(c2)OCO4)[C@H](C)CN([C@H](C)CO)C3=O)cc1,1.2,-8,-3,-2
CCCC(=O)Nc1ccc2c(c1)C(=O)N(C)[C@@H]1CC[C@@H](CC(=O)NCc3cccc(F)c3)O[C@@H]1CO2,0.4,nt,5,-17
COCC(=O)N(C)C[C@@H]1Oc2cc(C#CCC3CCCC3)ccc2S(=O)(=O)N([C@@H](C)CO)C[C@@H]1C,4.9,4,-31,nt
COc1ccccc1S(=O)(=O)N[C@@H]1C=C[C@@H](CC(=O)NCc2cc(F)cc(F)c2)O[C@H]1CO,3.0,nt,-52,-24
Cc1noc(C)c1S(=O)(=O)N(C)C[C@@H]1OCCCC[C@H](C)Oc2ccc(NC(=O)CCC(F)(F)F)cc2C(=O)N([C@H](C)CO)C[C@H]1C,0.4,-4,-20,17
COCC(=O)Nc1ccc2c(c1)C(=O)N(C)[C@@H]1CC[C@H](CC(=O)NCCCN(C)C)O[C@@H]1CO2,2.0,-4,11,-8
O=S(=O)(N[C@H]1CC[C@@H](CCn2cc(C3CC3)nn2)O[C@@H]1CO)c1ccc(Cl)cc1,0.3,-7,-11,-41
CN1CCN(C(=O)C[C@@H]2C=C[C@@H](NS(=O)(=O)c3cccc(F)c3)[C@H](CO)O2)CC1,-0.5,nt,-17,-35
C[C@H](CO)N1C[C@H](C)[C@H](CN(C)C)Oc2ncc(C#Cc3ccccc3F)cc2C1=O,15,5,-9,nt
C[C@@H]1CN([C@@H](C)CO)C(=O)c2cc(NC(=O)Nc3ccccc3)ccc2O[C@@H]1CN(C)CC1CCCCC1,-2.4,17,-11,nt
CCCN1C[C@@H](C)[C@@H](OC)CN(C)C(=O)c2cc(NS(=O)(=O)c3ccccc3)ccc2OC[C@@H]1C,-0.4,nt,6,26
COCCNC(=O)C[C@H]1CC[C@H]2[C@@H](COC[C@H](O)CN2Cc2cccc(-c3ccncc3)c2)O1,-1.5,8&4,-7,78
COc1ccc2c3c([nH]c2c1)[C@@H](CO)N(S(=O)(=O)c1ccc(C)cc1)CC31CCN(C(=O)Cc2cccnc2)CC1,-3.2,2,-66,nt
CC(C)NC(=O)N(C)C[C@@H]1Oc2ncc(-c3ccc(C(=O)N(C)C)cc3)cc2C(=O)N([C@H](C)CO)C[C@@H]1C,-0.2,-9,4,13
COc1ccccc1C#Cc1ccc2c(c1)O[C@H](CN(C)Cc1ccncc1)[C@H](C)CN([C@@H](C)CO)S2(=O)=O,1.9,-5,-75,130
C[C@@H]1CN([C@H](C)CO)C(=O)Cc2cc(NS(C)(=O)=O)ccc2O[C@@H]1CN(C)C(=O)Nc1ccc(C(F)(F)F)cc1,nt,-2,-1,-24
C[C@@H]1CN([C@H](C)CO)S(=O)(=O)c2ccc(-c3ccccc3)cc2O[C@@H]1CN(C)S(C)(=O)=O,0.2,-5,21,18
C[C@@H]1CN([C@@H](C)CO)C(=O)c2cc(NC(=O)CCCN(C)C)ccc2O[C@H]1CN(C)S(=O)(=O)c1ccc(Cl)cc1,-1.3,-1,6,4
C[C@H](CO)N1C[C@H](C)[C@H](CN(C)S(C)(=O)=O)OCCCC[C@H](C)Oc2ccc(NC(=O)Cc3ccccc3)cc2C1=O,-0.5,-2,nt,-5
Cc1ccc(S(=O)(=O)Nc2ccc3c(c2)C(=O)N([C@@H](C)CO)C[C@@H](C)[C@H](CN(C)S(=O)(=O)c2cccs2)OCCCC[C@H](C)O3)cc1,3.9,-8,nt,nt
C[C@H]1CN([C@@H](C)CO)C(=O)Cc2cc(NC(=O)Nc3ccc4c(c3)OCO4)ccc2O[C@@H]1CN(C)C(=O)Nc1cccc2ccccc12,0.2,-2,14,4
COc1ccc(S(=O)(=O)Nc2ccc3c(c2)C(=O)N([C@@H](C)CO)C[C@@H](C)[C@@H](CN(C)C(=O)Nc2cccc4ccccc24)O3)cc1,0.0,-8,-25,-108
O=C(Cc1ccccc1)N[C@H]1CC[C@@H](CC(=O)N2CCOCC2)O[C@@H]1CO,0.6,nt,1,-25
C[C@H](CO)N1C[C@H](C)[C@@H](CN(C)Cc2ccccn2)Oc2cc(-c3cccc(C#N)c3)ccc2S1(=O)=O,-1.1,0,-26,24
C[C@H]1CN([C@@H](C)CO)C(=O)c2cc(NC(=O)CCCCCC(=O)Nc3ccccc3N)ccc2O[C@@H]1CN(C)S(=O)(=O)c1ccc(F)cc1,0.3,-1,-38,nt
CCCC(=O)Nc1ccc2c(c1)OC[C@@H](C)N(Cc1ccc(-c3ccccn3)cc1)C[C@H](C)[C@@H](OC)CN(C)C2=O,2.1,-7,-47,79
CCC(=O)Nc1ccc2c(c1)OC[C@H](C)N(C(=O)NC(C)C)C[C@@H](C)[C@@H](OC)CN(C)C2=O,-0.1,nt,4,50
C[C@@H]1CN([C@H](C)CO)S(=O)(=O)c2ccc(-c3cccc(C(=O)N(C)C)c3)cc2O[C@H]1CN(C)C(=O)Nc1ccc(F)cc1,-1.1,1&-3,-28&-35,-10&30
C[C@@H]1CCCCO[C@@H](CN(C)C(=O)Nc2ccccc2)[C@H](C)CN([C@@H](C)CO)C(=O)c2cc(NC(=O)NC3CCCCC3)ccc2O1,-0.6,nt,-1,38
CCS(=O)(=O)Nc1ccc2c(c1)C(=O)N(C)[C@H]1CC[C@@H](CC(=O)NCCOC)O[C@@H]1CO2,-1.2,4,nt,12
O=C(c1ccccc1F)N1CC(=O)N2[C@H](C1)[C@@H](c1ccc(C#Cc3ccc(F)cc3)cc1)[C@@H]2CO,-1.6,-1,-62,nt
COc1ccc(NC(=O)Nc2ccc3c(c2)C(=O)N([C@H](C)CO)C[C@H](C)[C@H](CN(C)Cc2ccc(-c4ccccc4)cc2)O3)cc1,-1.2,nt,13,?
CC(C)NC(=O)N1CC2(C1)[C@H](c1ccccc1)[C@H](CO)N2C(=O)C1CCCCC1,-1.4,7,13,nt
Cc1ccc(S(=O)(=O)N[C@@H]2CC[C@@H](CCNC(=O)Cc3ccccn3)O[C@@H]2CO)cc1,1.0,0,4,-30
CO[C@H]1CN(C)C(=O)c2cc(NC(C)=O)ccc2OC[C@@H](C)N(C(=O)C2CCC2)C[C@H]1C,1.2,nt,nt,15
C[C@@H]1CN([C@@H](C)CO)C(=O)CCCn2nncc2CO[C@@H]1CN(C)Cc1cccc(C(=O)O)c1,-0.2,nt,10,-129

# Some of these compounds in order of their number in C diff growth, largest number first:
SMILES,C diff growth
CC(C)NC(=O)N1CC2(C1)[C@H](c1ccccc1)[C@H](CO)N2C(=O)C1CCCCC1,7
Cc1ccc(S(=O)(=O)N[C@@H]2CC[C@@H](CCNC(=O)Cc3ccccn3)O[C@@H]2CO)cc1,0
C[C@H]1CN([C@@H](C)CO)C(=O)c2cc(NC(=O)CCCCCC(=O)Nc3ccccc3N)ccc2O[C@@H]1CN(C)S(=O)(=O)c1ccc(F)cc1,-1
CCCC(=O)Nc1ccc2c(c1)OC[C@@H](C)N(Cc1ccc(-c3ccccn3)cc1)C[C@H](C)[C@@H](OC)CN(C)C2=O,-7

# Later entries
SMILES,GASC1 inh,C diff growth,Pf Dd2 growth,T cruzi growth
O=C(C1CCOCC1)N1CC2(C1)[C@@H](c1ccccc1)[C@@H](CO)N2Cc1ccc(Cl)cc1,2.2,-3,-18,nt
C[C@@H]1CN([C@@H](C)CO)C(=O)c2cc(NC(=O)C3CCCCC3)ccc2O[C@@H](C)CCCCO[C@H]1CN(C)C(=O)C1CCCCC1,-1.5,0,-63,-88
COc1cccc(-c2ccc([C@H]3[C@@H](CO)N4C(=O)CN(C(=O)C5CCOCC5)C[C@H]34)cc2)c1,1.2,2,-58,nt
CCNC(=O)[C@@H]1[C@@H](CO)[C@@H]2Cn3c(ccc(-c4ccccc4)c3=O)[C@H]1N2C(=O)CC1CC1,-3.1,-1,38,nt
Cc1ccc(S(=O)(=O)N(C)C[C@H]2Oc3c(NC(=O)Nc4ccccc4)cccc3C(=O)N([C@H](C)CO)C[C@@H]2C)cc1,0.1,-4,-24,23
CO[C@@H]1CN(C)C(=O)c2cc(NC(C)=O)ccc2OC[C@@H](C)N(Cc2cccc(F)c2)C[C@H]1C,5.0,-3,-39,33
C[C@H]1CN([C@@H](C)CO)C(=O)c2cccc(NC(=O)C3CCCCC3)c2O[C@H]1CN(C)CC1CCCCC1,-0.7,81,12,-10
CC(=O)N[C@@H]1C=C[C@@H](CC(=O)NCC2CCCCC2)O[C@H]1CO,-0.5,-5,8,60
O=C(C[C@@H]1CC[C@H]2[C@@H](COC[C@@H](O)CN2Cc2ccccc2)O1)NCc1ccccc1Cl,-0.1,nt,0,-17
C[C@H](CO)N1C[C@H](C)[C@H](CN(C)C(=O)C2CCCCC2)Oc2ncc(-c3ccncc3)cc2C1=O,-1.5,-2,49,67
COc1ccc(NC(=O)N2[C@@H]3CNC[C@H]2C3c2ccc(-c3ccc(OC)cc3)cc2)cc1 (some centres undefined),0.9&-3.2,-11&34,-33&16,nt
C[C@@H]1CN([C@@H](C)CO)C(=O)c2cc(N(C)C)ccc2O[C@@H](C)CCCCO[C@H]1CN(C)S(=O)(=O)c1ccc(F)cc1,1.9,5,nt,61

# Compound profiles, as listed above:
# Results for C[C@H](CO)N1C[C@H](C)[C@H](CN(C)C(=O)C2CCCCC2)Oc2ncc(-c3ccncc3)cc2C1=O → GASC1 inh: -1.5; C diff growth: -2; Pf Dd2 growth: 49; T cruzi growth: 67
# Results for CC(=O)N[C@@H]1C=C[C@@H](CC(=O)NCC2CCCCC2)O[C@H]1CO → GASC1 inh: -0.5; C diff growth: -5; Pf Dd2 growth: 8; T cruzi growth: 60

# The results go on:
SMILES,GASC1 inh,C diff growth,Pf Dd2 growth,T cruzi growth
CN(C)CCCNC(=O)[C@@H]1[C@@H](CO)[C@@H]2Cn3c(cccc3=O)[C@@H]2N1C(=O)Nc1ccccc1,1.9,-3,7,20
O=C(NC1CCC1)[C@@H]1[C@@H](CO)[C@@H]2Cn3c(ccc(/C=C/c4ccccc4)c3=O)[C@@H]2N1Cc1cncnc1,1.4,5,nt,35
CCCNC(=O)Nc1ccc2c(c1)C(=O)N(C)[C@@H]1CC[C@@H](CC(=O)NC)O[C@H]1CO2,-1.3,-1,27,-38
CC(C)NC(=O)N1C[C@@H]2[C@H](c3ccccc31)[C@@H](CO)N2C(=O)c1ccncc1,-0.6,9,4,-40
C[C@H](CO)N1C[C@H](C)[C@@H](CN(C)C(=O)NC2CCCCC2)OCc2ccccc2-c2ccccc2C1=O,-0.9,5,-14,78
C[C@@H]1CN([C@@H](C)CO)C(=O)c2cccc(NC(=O)Nc3ccc(F)cc3)c2O[C@H]1CN(C)S(=O)(=O)c1ccc(F)cc1,0.9,nt,-16,12
CN1C(=O)c2cc(NC(=O)c3ccccc3Cl)ccc2OC[C@@H]2O[C@H](CC(=O)NCC(F)(F)F)CC[C@H]21,-2.3,-2,nt,0

# Rows were taken by chance; 7.2% or so of the library scored in one or more.
